Bioassay records: PubChem, several laboratories
Keap1 Nrf2 FP: disrupts human Keap1 binding to Nrf2 peptide | Q14145 | AID 504523 | Keap1 Kelch-Nrf2 peptide fluorescence polarization, 1536-well | inhibition, % at 9.4 µM | 340,000 tested, 0.15% active; in the data active means inhibition above about 12%;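 further: human Keap1 Kelch domain with fluorescein labeled Nrf2 9mer peptide probe; 0% = neutral control wells and 100% = peptide positive control; higher means more block of Keap1 binding to Nrf2 peptide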
Target sequence (Q14145 whole entry, looked up, the tested form may be a part): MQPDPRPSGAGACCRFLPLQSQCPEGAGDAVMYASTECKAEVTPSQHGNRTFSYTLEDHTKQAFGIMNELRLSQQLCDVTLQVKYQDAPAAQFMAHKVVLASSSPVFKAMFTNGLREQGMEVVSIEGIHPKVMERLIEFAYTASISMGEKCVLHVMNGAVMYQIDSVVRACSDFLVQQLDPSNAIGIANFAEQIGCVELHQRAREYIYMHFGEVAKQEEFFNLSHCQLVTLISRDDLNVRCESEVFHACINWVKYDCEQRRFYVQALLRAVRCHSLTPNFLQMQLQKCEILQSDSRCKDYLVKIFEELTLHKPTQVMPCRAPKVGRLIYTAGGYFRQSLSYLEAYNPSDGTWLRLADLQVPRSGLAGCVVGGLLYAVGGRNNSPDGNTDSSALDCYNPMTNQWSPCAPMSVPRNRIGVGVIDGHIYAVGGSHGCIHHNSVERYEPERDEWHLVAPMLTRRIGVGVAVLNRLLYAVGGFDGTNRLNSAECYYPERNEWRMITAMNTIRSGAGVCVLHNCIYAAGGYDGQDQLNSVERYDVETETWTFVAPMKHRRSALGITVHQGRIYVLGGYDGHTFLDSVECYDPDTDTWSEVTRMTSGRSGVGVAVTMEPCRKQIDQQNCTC
PfHsp90 set2: reduces growth (ATP signal) of yeast expressing P. falciparum Hsp90; 310,000 tested, 0.32% active; inhibition, % at 9.4 µM; AID 504621; S. cerevisiae expressing PfHsp90, BacTiter-Glo ATP, 48 h; yeast lacking PDR1 and PDR3 efflux regulators;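 active means every replicate shows inhibition above about 80%, whatever the replicate mean, limit read from the data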;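 further: 0% = DMSO neutral controls and 100% = 20 µM radicicol positive controls; yeast relying on Plasmodium falciparum Hsp90 in place of its own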
C-LANA FP: KSHV C-LANA DNA binding inhibition; MBP-C-LANA/FAM-LBS DNA binding, fluorescence polarization; inhibition, % at 9 µM; 340,000 tested, 0.078% active; AID 504423;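 active means highest replicate inhibition at or above 60% at 9 µM, even if other replicates fall short; inactive means all replicates below 60% inhibition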;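 further: 0% = neutral control wells and 100% = 4 µM acridine orange control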
NSD2 HMT inh: inhibitors of human histone methyltransferase NSD2; O96028; NSD2 peptide methylation, AlphaScreen, 120 min; inhibition, % at 12.5 µM; 310,000 tested, 0.54% active; AID 743445; in the data active means inhibition above about 50%
Mot1-301 SUMO: SUMOylation pathway inhibition by Mot1-301 growth rescue; S. cerevisiae Mot1-301 growth rescue, ATP luminescence, 38.5C; percent above DMSO median, 100 means doubled; growth rescue, % at 18.8 µM; 320,000 tested, 1% active;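 active means every valid replicate shows activation above 250% relative to neutral control wells; inactive means the rest, any valid replicate at or below 250%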;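 further: OY570 slx delta 5 strain wells were the positive control but not used for scaling; some compounds called inactive have numbers as strong as hits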
CDK5 inh: inhibitors of human CDK5/p35 kinase; inhibition, % at 10 µM; Recombinant CDK5/p35, ADP-Glo luminescence, 60 min; 330,000 tested, 0.01% active;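 active means highest replicate inhibition of at least 50% and at least 75% of replicates reaching 50%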;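 further: plate controls were DMSO neutral control for no effect and GW8510 at 10 µM for full effect; many of its hits are not listed in these tables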
PvdQ acylase: blocks Pseudomonas aeruginosa PvdQ acylase activity | purified PvdQ acylase, fluorescence plate reader | inhibition, % at 10 µM | 340,000 tested, 0.063% active | AID 488965; in the data active means inhibition above about 30%, passing the limit was not always enough;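 further: 0% = vehicle neutral wells and 100% = reference inhibitor wells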
RTF Ca sens inh: cardiac RTF calcium desensitization. inhibition, % at 7.15 µM. P19429+P45379. 340,000 tested, 0.12% active. IANBD-labeled cardiac RTF, Ca2+ fluorescence;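 active means inhibition above the mean inhibition of all tested compounds plus 3 SD, cut at about 17% in these data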;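 further: assay run at fixed EC70 calcium of 1.6 mM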
dFosB activator: mouse delta FosB homodimer activation | P13346 | 340,000 tested, 0.99% active | activation, % at 25 µM | AID 493131 | purified delta FosB, TAMRA-CDK5 oligo fluorescence polarization; percent of positive-control signal above neutral wells;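 active means mean activation above about 17%, with every replicate also reaching it, limit read from the data, passing the limit was not always enough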;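 further: fluorescence polarization rise as delta FosB binds a TAMRA Cdk5 AP-1 oligo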
cardiac RTF act: cardiac RTF calcium sensitization. IANBD-labeled TnC RTF fluorescence at EC20 calcium; 0% EC20 calcium, 100% full calcium. activation, % at 7.2 µM. 340,000 tested, 0.24% active. AID 493008;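 active means activation above the mean over all tested compounds plus 3 SD, cut at about 30% in these data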;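 further: rise in fluorescence read as greater calcium sensitivity of cardiac thin filaments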
Rtt109 HAT inh: C. albicans Rtt109 histone acetyltransferase inhibition | purified Rtt109/Vps75, ThioGlo CoA-SH fluorescence, 4 h | 330,000 tested, 0.16% active | inhibition, % at 34.9 µM | Q5AAJ8;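 active means inhibition of at least 50% in every replicate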
Target sequence (Q5AAJ8 whole entry, looked up): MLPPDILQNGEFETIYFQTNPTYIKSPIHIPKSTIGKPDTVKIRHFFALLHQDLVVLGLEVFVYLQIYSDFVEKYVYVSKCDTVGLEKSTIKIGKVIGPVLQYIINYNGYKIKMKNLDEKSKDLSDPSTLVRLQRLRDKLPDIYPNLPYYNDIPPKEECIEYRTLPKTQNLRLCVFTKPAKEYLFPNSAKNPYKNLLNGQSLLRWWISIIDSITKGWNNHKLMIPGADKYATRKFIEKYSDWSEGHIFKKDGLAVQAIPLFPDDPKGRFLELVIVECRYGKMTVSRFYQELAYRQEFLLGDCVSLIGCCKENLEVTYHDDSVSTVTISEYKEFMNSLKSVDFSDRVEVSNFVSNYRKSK
* marks the source's active call; other numbers are inactive results; · = no result given.

SMILES	Keap1 Nrf2 FP	PfHsp90 set2	C-LANA FP	NSD2 HMT inh	Mot1-301 SUMO	CDK5 inh	PvdQ acylase	RTF Ca sens inh	dFosB activator	cardiac RTF act	Rtt109 HAT inh
CC(Oc1cc2oc(=O)c3c(c2cc1Cl)CCC3)C(=O)NCc1ccncc1 (stereo not given)	5	-15	-1.8	6	2	0.4	-6	-2	-15	2	-10
O=C(CCn1c(=O)oc2ccccc21)N1CCCCCC1	5	·	2.1	1	9	0.9	-8	-4	2	2	-9
CCn1c(SCc2nc3ccccc3[nH]2)nnc1-c1cccs1	0	12	-0.6	4	-1	0.0	-7	-3	-11	0	-3
COc1ccc(CN2C(=O)C(Cc3ccccc3)Nc3ncnc(N4CCN(c5ccccc5)CC4)c32)cc1 (stereo not given)	-7	2	1.3	·	-25	-2.3	4	-4	-1	-1	-3
C[C@H](NC(=O)OC(C)(C)C)C(=O)N/N=C/c1cccc2nccnc12	1	9	-0.6	-1	-4	0.0	-8	2	-8	4	1
CC(OC(=O)c1cccc([N+](=O)[O-])c1)C(=O)N1CCc2ccccc21 (stereo not given)	-7	10	0.6	2	10	-2.7	-13	-7	-8	7	-2
Cc1cc2c(cc1C)[n+](C)cn2CC(O)COCC1CC=CCC1 (stereo not given)	1	-9	0.2	2	-15	0.4	-5	2	-2	6	·
CC1=NN(c2ccc(Cl)cc2)C(=O)C1C(c1cccc(O)c1)c1c(C)[nH]n(-c2ccc(Cl)cc2)c1=O (stereo not given)	-2	4	2.7	·	243	-0.7	13	-1	-11	-5	0
COc1ccc(NC(=O)CN2C(=O)NC(C)(C3CC3)C2=O)cc1S(=O)(=O)N1CCOCC1 (stereo not given)	-3	-13	-0.2	-2	-2	-0.8	-17	-5	-10	0	2
O=C(CCn1c(=O)oc2ccccc21)NCCCN1CCN(c2ccc(F)cc2)CC1	1	·	0.6	2	-13	-1.0	-18	-9	-3	-4	7
O=C(Nc1ccccc1)c1nc2ccccc2s1	-2	-26	-1.4	-2	-14	0.3	-6	-13	-15	-2	-11
COc1cc(/C=C/C(=O)NCCn2c(C)cc3ccccc32)cc(OC)c1OC	1	30	-3.3	·	245	0.9	6	2	-1	-4	0
Cc1ccc(-c2nn(CC(=O)NCc3ccco3)c(=O)c3ccccc23)cc1	-11	2	-0.7	0	0	1.1	-10	10	-4	3	-2
COc1cc(OC)cc(C2=NCCN2)c1	-3	5	1.7	0	13	0.0	-18	-16	-7	-4	-1
CCc1nnc(NC(=O)Cc2sc(C)nc2-c2ccc(C)cc2)s1	0	2	-8.8	-2	-3	0.9	2	-20	-2	6	8
NC(=O)c1ccc[n+](CC(=O)NCc2ccc(Cl)cc2)c1	-2	-18	0.7	-2	-8	-0.8	-6	-3	-2	2	-3
COc1ccc(NS(=O)(=O)c2ccc(N3CCOCC3)c(NC(=O)c3ccccc3Br)c2)cc1	1	-6	-0.3	-3	·	-0.7	-2	-4	-8	-4	11
COc1ccc(-c2nnc(SCc3ccccn3)n2C)cc1	-2	11	0.7	0	2	-3.4	-17	-15	-5	-2	-6
CC1(C)C2CCC1(C)C(OC(=O)C[n+]1ccccc1N)C2 (stereo not given)	1	-25	-2.0	1	2	-1.1	-14	4	1	1	-25
O=C(Nc1cc(Cl)ccc1-n1cncn1)c1cc(S(=O)(=O)N2CCOCC2)ccc1F	-4	25	1.1	-3	2	-2.2	-27	-15	-4	-5	-2
CCCOc1ccc(/C(O)=C2/C(=O)C(=O)N(CCCn3ccnc3)C2c2ccc(C)o2)cc1 (stereo not given)	-3	2	1.7	0	-3	2.9	7	-2	-12	5	4
COc1cnc(-c2ccccn2)nc1Oc1ccccc1	-3	-5	0.6	1	-5	-2.2	-7	-1	-9	3	-2
Clc1ccc(C2NCCc3sccc32)cc1 (stereo not given)	-1	15	-1.1	-2	13	1.5	2	-10	0	0	18
COc1ccc(S(=O)(=O)N2CCN(C(=O)CCCN3C(=O)NC4(CCCC4)C3=O)CC2)cc1	0	·	0.4	-3	·	2.1	-9	2	-3	9	-4
CCN(CC)S(=O)(=O)c1ccc(OC)c(NC(=O)COc2ccc3c(C)cc(=O)oc3c2)c1	-3	-22	-0.8	-2	16	0.9	-15	-6	0	-15	-1
COc1ccc(NC(=O)C#Cc2ccccc2)cc1OC	-5	4	-2.3	1	-18	-2.6	13	4	4	-9	9
O=C(Nc1cc(C(F)(F)F)ccc1-n1cncn1)c1cn2ccccc2n1	0	16	0.3	0	31	-0.4	-6	-5	-15	-1	0
CCOC(=O)c1c(NC(=O)CSc2nnc(C)s2)sc2c1CCC(CC)C2 (stereo not given)	-1	6	0.0	0	-14	4.0	10	2	-1	-7	2
Cc1ccc(CNC(=O)N2CCN(c3ccc(C)cc3)CC2)cc1	-3	-6	-3.6	0	-12	-0.2	-9	-6	-12	-4	-6
Cc1ccc(/C(O)=C2\C(=O)C(=O)N(CC(C)O)C2c2ccccn2)cc1 (stereo not given)	-3	7	-0.9	-2	-2	2.8	15	0	-2	0	3
C=CCOc1ccc(-c2nc3c(c(=O)[nH]c(=O)n3CCC)n2CCCC)cc1	-1	2	-1.6	0	5	-0.2	-9	5	-6	0	1
O=C(Nc1ccc(Cl)cc1)c1ccc(-c2ccccn2)s1	0	-13	1.3	-3	5	0.5	-13	·	7	·	-2
COc1cccc(CC(NC(C)=O)C(=O)NC2CCN(C(=O)C3CC3)CC2)c1OC (stereo not given)	-7	-35	-0.4	-1	-25	-2.8	-9	-3	-6	10	-2
O=C(COc1ccc(Cl)cc1)Nc1cccc(S(=O)(=O)NCc2ccco2)c1	-2	-56	0.4	2	-3	-6.7	-10	-5	-6	1	2
O=C(CN1CCCCCC1)Nc1nc2ccccc2s1	-1	0	0.0	0	·	-1.4	-17	-13	3	-1	4
COc1ccc(Cl)cc1S(=O)(=O)N1CCC(C(=O)NC2CC2)CC1	-4	12	-0.5	0	2	2.1	1	0	-5	-5	-2
O=C(Sc1ccccc1)c1cccc(Cn2cc(C(F)(F)F)ccc2=O)c1	-9	2	1.7	-1	-8	-0.1	-1	·	-13	·	-12
NC(=O)Cc1ccc2sc(-c3ccccc3)nc2c1	-7	14	1.3	·	·	1.3	1	5	-21	-2	·
O=C(COc1cc(F)ccc1[N+](=O)[O-])NCC1CCCO1 (stereo not given)	0	3	-1.3	26	26	0.3	-8	-8	-3	5	0
COc1ccc(C2/C=C\CN(S(=O)(=O)c3ccc(-c4ccccc4)cc3)CC(=O)N2Cc2ccc(F)cc2)cc1 (stereo not given)	1	-5	2.2	·	·	1.2	-18	-9	-1	-6	-6

An excerpt of these results, with values under each structure.
Values run as follows: Keap1 Nrf2 FP, PfHsp90 set2, C-LANA FP, NSD2 HMT inh, Mot1-301 SUMO, CDK5 inh, PvdQ acylase, RTF Ca sens inh, dFosB activator, cardiac RTF act, Rtt109 HAT inh
> COc1cccc(CC(NC(C)=O)C(=O)NC2CCN(C(=O)C3CC3)CC2)c1OC (stereo not given)
    -7, -35, -0.4, -1, -25, -2.8, -9, -3, -6, 10, -2
> COc1ccc(NS(=O)(=O)c2ccc(N3CCOCC3)c(NC(=O)c3ccccc3Br)c2)cc1
    1, -6, -0.3, -3, ·, -0.7, -2, -4, -8, -4, 11
> O=C(CN1CCCCCC1)Nc1nc2ccccc2s1
    -1, 0, 0.0, 0, ·, -1.4, -17, -13, 3, -1, 4

Going on with the list:
SMILES	Keap1 Nrf2 FP	PfHsp90 set2	C-LANA FP	NSD2 HMT inh	Mot1-301 SUMO	CDK5 inh	PvdQ acylase	RTF Ca sens inh	dFosB activator	cardiac RTF act	Rtt109 HAT inh
O=C(Nc1ccnn1C1CCN(Cc2cccc(OCCO)c2)CC1)C1CC1	1	2	0.3	0	-5	0.4	-1	-7	5	0	5
Cc1ccc(OCc2nnc(SCC(=O)N3CCOCC3)n2C)cc1	2	9	1.2	0	9	-0.2	-1	5	-3	-3	2
COc1ccc(C(=O)COC(=O)CNC(=O)c2ccccc2)cc1F	-5	2	0.9	0	-15	-0.3	-13	-2	-9	-2	-22
CCOc1cc(C(=O)NC(=S)Nc2cccnc2)cc(OCC)c1OCC	-5	-22	-0.2	5	-33	-1.6	-19	-9	-14	13	-6
CCC(CO)Oc1cc(NCc2ccc(Cl)cc2Cl)c2ncn(C(C)C)c2c1 (stereo not given)	-2	8	1.4	·	54	3.1	19	-7	5	-7	14
COC(=O)c1ccc(Nc2c([N+](=O)[O-])c(=O)oc3ccccc23)cc1	-1	10	-0.6	4	12	0.6	11	-1	-4	7	8
Cc1oc(-c2ccccc2)cc1C(=O)Nc1cccc(/C=C\C(=O)O)c1	-4	-8	1.8	0	-20	-2.7	-12	-3	9	-1	6
Cc1ccc2c(c1)=C(c1ccccc1)N(O)CC(=O)N=2	-3	10	-2.5	-4	9	1.0	3	-7	-16	0	6
O=C(CSc1nc2ccccc2o1)c1cc2ccccc2oc1=O	-5	-29	1.4	0	2	1.7	14	-4	-17	5	9
O=S(=O)(c1ccc(NC(=S)Nc2ccc(OC(F)F)cc2)cc1)N1CCOCC1	4	-9	-2.3	-2	600	0.8	1	-7	4	0	2
Cc1ccc(N(NC(=O)C(C)(C)O)C(=O)c2ccccc2)cc1C	-1	22	1.9	4	-2	-1.7	-15	-3	2	1	6
O=C(c1ccco1)N1CCN(Cc2ccccc2Br)CC1	-5	18	-0.4	23	171	0.1	-11	-8	-11	-3	8
N#CC(C#N)=C(Nc1ccccc1)c1ccccc1	0	-8	1.1	0	-11	0.1	-8	-1	-2	-6	-6
Cc1cc(-c2ccccc2)nc(-c2ccccc2)c1C	5	-15	-0.9	-4	2	-1.8	-3	-8	-10	-5	·
O=C(O)c1cc2nc3c(c(C(F)(F)F)n2n1)CCc1ccccc1-3	-3	-4	-0.1	4	3	-4.6	-20	0	-1	1	3
COc1ccc(-n2c(C)c(C(C)=O)c(C(C)=O)c2C)cc1	1	-11	1.0	2	-13	0.0	-6	-11	0	8	·
COC(=O)CNC(=O)c1sc2ncn(CC(=O)Nc3ccc(C)c(Cl)c3)c(=O)c2c1C	-3	3	0.2	-1	13	0.3	-9	-4	-6	3	-1
O=C(N/N=C/c1ccsc1)c1cc(-c2ccncc2)nc2ccccc12	5	19	1.2	1	12	2.0	-2	2	-28	-3	1
CCCCC(=O)c1c(C)cc(C)[nH]c1=O	-4	17	-0.3	16	-18	0.2	-5	11	-6	-5	-4
COc1ccc(OC)c(N(CC(=O)Nc2cccnc2)S(C)(=O)=O)c1	3	-2	0.6	·	-6	0.0	-8	-23	5	5	0
COc1ccc(C(=O)Nc2nc(C)cs2)cc1S(=O)(=O)N1CCCC1	1	10	-0.1	·	-13	-0.4	2	-1	-5	-1	1
CCOC(=O)c1sc(Nc2ccc(F)cc2)nc1C	-2	3	0.6	6	10	-0.4	-6	0	-10	-3	-10
CC(=O)c1ccc(OCCCC(=O)Nc2cc(S(=O)(=O)N3CCCCC3)ccc2C)cc1	-7	·	-1.8	1	·	-2.6	-8	-3	-12	-1	1
CCCNC(=O)CSc1nccn1Cc1ccc(OC)cc1	5	·	1.7	3	357	-0.1	6	18*	-10	3	7
